# Bioassay records from PubChem.
# LMNA splice mod: modulators of lamin A splicing. HeLa LMNA splicing GFP/RFP minigene ratio, 48 h. Potency, µM (highest dose often 46.1 µM), for inactives: at the highest dose ratio change, negative = inhibition, hits mostly inhibitors. hit rate 0.01% among 200,000. AID 1487; active means well fitted inhibition curve with a large enough effect in the signal ratio, with a control signal flat, not every such curve was filed as active; inconclusive means small, poorly fitted or top-dose-only effect, or effect the other way, or a change in a side signal; the % refers to the signal ratio; further: potency means the concentration at half of the fitted maximal effect; on the % scale 0 is the no-effect control and ±100 the full control effect
#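 S3 HeLa stable clones carrying a lamin A-EGFP splicing minigene plus DsRed2 were seeded at 600 cells/well in Opti-MEM with 2% FBS, pin-dosed and incubated 48 h at 37°C. Acumen cytometry (488 nm) gave the GFP/RFP total-intensity ratio.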
# CBFb RUNX1 block: blocks binding between human CBF-beta and RUNX1. AlphaScreen CBFb-His/RUNX1-biotin binding, biochemical. 230,000 tested, under 10 active. Potency, µM (series often up to 59.8 µM), inactives show top-dose activity, negative = inhibition, most hits filed as inhibitors; further: % of control where 0% means no effect
# Target sequence (Q01196 whole entry, looked up): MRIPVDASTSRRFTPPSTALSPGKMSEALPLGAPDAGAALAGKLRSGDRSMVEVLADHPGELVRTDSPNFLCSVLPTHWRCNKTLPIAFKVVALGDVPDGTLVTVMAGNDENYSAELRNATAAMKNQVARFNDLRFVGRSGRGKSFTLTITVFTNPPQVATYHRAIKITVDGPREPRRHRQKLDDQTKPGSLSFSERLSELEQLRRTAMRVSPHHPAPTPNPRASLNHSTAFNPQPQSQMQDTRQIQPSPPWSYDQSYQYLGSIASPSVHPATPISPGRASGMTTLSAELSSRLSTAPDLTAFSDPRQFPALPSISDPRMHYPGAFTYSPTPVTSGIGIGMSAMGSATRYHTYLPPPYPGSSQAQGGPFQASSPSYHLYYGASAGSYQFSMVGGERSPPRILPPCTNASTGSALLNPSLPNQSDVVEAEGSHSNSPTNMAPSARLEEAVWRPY
# Target sequence (Q13951 whole entry, looked up): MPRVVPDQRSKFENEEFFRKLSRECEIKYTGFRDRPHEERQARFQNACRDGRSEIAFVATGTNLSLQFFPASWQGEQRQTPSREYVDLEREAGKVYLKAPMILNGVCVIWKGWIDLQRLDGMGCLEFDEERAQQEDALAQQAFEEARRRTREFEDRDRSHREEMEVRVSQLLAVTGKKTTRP
#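 Room-temperature protein-protein interaction test with 30 nM each of His-tagged CBF-beta and biotinylated RUNX1, 15 min with compound, then 90 min with nickel plus streptavidin beads. Signal read in AlphaScreen mode.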
# GAA spleen mod: inhibits or activates alpha-glucosidase in human spleen homogenate | human spleen homogenate, 4-MU-alpha-glucoside fluorescence | Potency, µM (titrated, usually from 79.9 µM), without a hit: top-dose activity change, negative = inhibition, usual class: inhibitors | hit rate 0.006% among 240,000;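 further: potency means the concentration at half of the fitted maximal effect; 0% = enzyme with vehicle and -100% = no enzyme basal signal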
#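 Human spleen homogenate (1 ug) incubated with compounds and 1 mM 4-methylumbelliferyl-alpha-D-glucopyranoside in pH 5.0 citrate/phosphate buffer, 37 C, 40 min. Stopped at pH 10; 4-MU fluorescence (Ex 365/Em 440 nm); AC50 by Hill fit.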
# HTT aggregate: reduces HttQ103-GFP aggregates in PC12 cells. Potency, µM (top dose mostly 46.1 µM), without a hit: at the top dose activity change, negative = inhibition, most hits filed as inhibitors. hit rate 1.1% among 220,000. PC12 HttQ103-GFP aggregates, Acumen cytometry, 40 h. AID 1688; further: potency means the concentration at half of the fitted maximal effect; on the % scale 0 is the no-effect control and ±100 the full control effect; nearly all actives have a fitted effect of over 60% in size
#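 PC12 cells stably carrying ecdysone-inducible HTT exon 1 Q103–GFP were induced with tebufenozide (100 nM final) and treated with library compounds in titration. GFP aggregates in lysates were counted by laser scanning cytometry.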
# HTT ATP protect: protects HTT-Q103 PC12 cells, measured by ATP. PC12 HTT-Q103 induced, cytoprotection, ATP luminescence, 40 h. Potency, µM (doses to about 56.4 µM), for inactives: cytoprotection (ATP increase), usual class: activators. hit rate 0.14% among 230,000. AID 1471;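 further: potency means the concentration at half of the fitted maximal effect; % of control where 0% means no effect; nearly all actives have a fitted effect of over 45% in size; toxic huntingtin expression switched on by the ecdysone agonist tebufenozide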
#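 Stable PC12 Q103-GFP cells in serum-supplemented, phenol red-free DMEM; induction by tebufenozide at 100 nM final; compound dose series; cell viability quantified luminescently from ATP.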
# GAA glycogen mod: inhibitors or activators of human alpha-glucosidase glycogen cleavage; P10253; recombinant GAA, glycogen substrate, Amplex Red glucose oxidase fluorescence; Potency, µM (doses to about 76.4 µM), without a hit: at the top dose activity change, negative = inhibition, usual class: inhibitors; hit rate 0.38% among 300,000;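 further: potency means the concentration at half of the fitted maximal effect; 0% = full enzyme reaction and -100% = no-enzyme basal signal; the screen sought inhibitors and activators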
#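 Recombinant human enzyme (4 nM); glycogen substrate; 37 C, 40 min, pH 5.0. Readout: coupled glucose oxidase/Amplex Red fluorescence.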
# GAA inhib: inhibitors of human lysosomal alpha-glucosidase | purified human GAA, 4-MU-alpha-glucoside fluorescence | AID 1466 | Potency, µM (top dose mostly 76.9 µM), for inactives: top-dose activity change, negative = inhibition, most hits filed as inhibitors | hit rate 0.005% among 200,000 | P10253;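 further: potency means the concentration at half of the fitted maximal effect; plate controls were uninhibited enzyme wells for no effect and no-enzyme background for full effect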
#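 qHTS format, compound range up to 77 uM. Human lysosomal enzyme at 4 nM, 400 uM 4-MU glucoside substrate, pH 5.0, 20 min room temperature; fluorescence after alkaline stop gives activity normalized to controls.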
# The depositor's hits bear a star; ? = inconclusive; . = not tested or not shown; & = joins results of further samples; [ ] = another dose, or the depositor's remark. Unless noted, the call rests on the fitted dose curve; in most records, active means well fitted curve in the direction sought with a large enough effect; inconclusive means small, poorly fitted or top-dose-only effect, or another doubt; inactive means no such curve, though single readings can be large; an effect the other way counts as inactive or inconclusive.
no.	SMILES	LMNA splice mod	CBFb RUNX1 block	GAA spleen mod	HTT aggregate	HTT ATP protect	GAA glycogen mod	GAA inhib
1	Cc1ccc(S(=O)(=O)n2cnc3cc([N+](=O)[O-])ccc32)c(C)c1	-9%	-28%	-4%	0%	-2%[10 µM]	12%	-1%
2	Cc1ccc(NC(=S)NNC(=O)CSc2nnc(-c3ccc(Cl)cc3)n2C2CCCCC2)cc1	-5%	-13%	3%	12%	10%[10 µM]	1%	?
3	COCn1c2ccccc2c2nnc(C(C)=O)nc21	.	30%&6%[13.1 µM]	-6%&5%[17.4 µM]	.	-2%&-16%[10 µM]	.	.
4	O=C(O)c1ccc(N2C(=O)CC(SC(=NCc3ccc4c(c3)OCO4)Nc3ccc(F)cc3)C2=O)cc1 (centres undefined)	.	-12%	4%	33%	.	-18%	-3%
5	O=C1C(Nc2ccc(O)cc2)=C/C(=N/S(=O)(=O)c2cccs2)c2ccccc21	?	.	-4%	2.5µM*	-57%[inhibitor][10 µM]	-12%	0%
6	Cn1c(SCC(=O)N2CCc3ccccc3C2)nnc1-c1cccs1	4%	3%	-1%	0%	4%	-3%	3%
7	O=c1c2ccccc2nc(-c2ccc(Cl)cc2Cl)n1O	-2%[46 µM]	-24%	5%	-3%	13%[10 µM]	-1%	2%
8	CCCC(c1nnnn1Cc1ccccc1)N1CCN(c2ccccc2OC)CC1 (centres undefined)	-7%	8%	8%	-4%	-17%	0%	?
9	CC(c1ccccc1)N1CCn2c(nc3cc(NS(C)(=O)=O)ccc32)C1 (centres undefined)	-5%[46 µM]	-2%	1%	-8%	-22%	2%	-6%
10	CC(Sc1ccccc1)C(=O)NN=C1CCCC1 (centres undefined)	?	1%	-3%	5%[9.22 µM]	34%[10 µM]	-9%	?
11	COc1ccc2nc(NC(=O)C3CCN(S(=O)(=O)c4cccc5nsnc45)CC3)sc2c1	-1%	-14%	-3%	?	-42%[inhibitor]	0%	-8%
12	Cc1onc(C(=O)N2CCN(c3ccccc3F)CC2)c1-c1ccccc1Cl	?	-3%	5%	-16%	-16%[10 µM]	-15%	?
13	CCCC[C@@H]1CN2[C@H](c3ccc(Br)cc3)[C@H](C)CC[C@H]2C(=O)O1	.	30%[13.1 µM]	1%[17.4 µM]	.	-38%[inhibitor][10 µM]	.	.
14	Cc1ccc(Cl)cc1N1CCN(C(=O)c2ccc(NS(=O)(=O)c3c(C)noc3C)cc2)CC1	?	-10%	7%	?	-32%	-10%	?
15	C[C@@H]1CC[C@H]2[C@H](C)[C@H]3CC[C@H]4C5[C@@H](O)CC6=CC(=O)CC[C@]6(C)[C@H]5C[C@H]4C3C(=O)N2C1 (some centres undefined)	.	9%	0%	.	9%	.	.
16	CCN(CCO)C1CC(=O)N(c2ccccc2C)C1=O (centres undefined)	-14%	9%	-4%	?	-5%[10 µM]	-1%	2%
17	COc1cc(NC(=O)C2CCCN2C(=O)OCc2ccccc2)cc(OC)c1 (centres undefined)	7%	3%	-8%	17%	4%[1.9 µM]	-10%	-2%
18	Cc1ccc(-n2[nH]c(C)c(/C=N/NC(=O)c3cccc([N+](=O)[O-])c3)c2=O)cc1C	?	?	0%	5µM*	-86%[inhibitor][10 µM]	0%	0%
19	O=C(CC(c1ccccc1)c1ccccc1)Nc1nn[nH]n1	4%[9.22 µM]	-11%	-4%	8%	-27%	11%	7%
20	COC(=O)c1ccc(Oc2nc(SC)nc(N(C)C)n2)cc1	.	3%	-3%	-13%[9.22 µM]	11%[10 µM]	2%	.

# More results follow.
no.	SMILES	LMNA splice mod	CBFb RUNX1 block	GAA spleen mod	HTT aggregate	HTT ATP protect	GAA glycogen mod	GAA inhib
21	O=C(CSc1nc2cc(Cl)ccc2o1)c1cccs1	0%	16%	4%	-1%	-8%[10 µM]	9%	7%
22	CCOC(=O)c1c(N)sc(C(N)=O)c1C	9%	9%	8%	-6%	0%	-3%	-7%
23	COc1ccc(C2CC(c3ccccc3)=NN2C(=O)COC(=O)c2cnc(Cl)c(Cl)c2)cc1 (centres undefined)	-9%	8%	-7%	1%	4%[10 µM]	0%	3%
24	Nc1c(Cl)cc(Cl)cc1C(=O)OCC(=O)N1CCOCC1	1%[46 µM]	5%	23%	23%	0%[10 µM]	6%	?
25	N#Cc1cc2c(nc1SCc1ccccc1)CCCC2=O	2%	25%	-8%	-5%	0%[10 µM]	-9%	-10%
26	Cc1nn(-c2ccccc2)c(Cl)c1C(=O)NCCN(C)C	.	-3%	2%	0%	-3%	-17%	8%
27	COc1ccc(NC(=O)CSc2nc3ccccc3cc2Cc2ccccc2)cc1	-3%	-4%	-8%	4%	-49%[inhibitor]	-4%	0%
28	N#Cc1ccc(CS(=O)(=O)c2nnnn2C2CCCCC2)cc1	.	-7%	-3%	.	13%	.	.
29	C#CC[N+](C)(C)CC#Cc1ccc(Cl)cc1	?	4%	-10%	-28%	-10%[10 µM]	-8%	0%
30	COc1cc(SC)ccc1C(=O)NCCCOC(C)C	-7%	8%	-2%	-19%	-3%	5%	-6%
31	C/C(=N\NC(=O)C1COc2ccccc2O1)c1ccc(N2CCOCC2)cc1 (centres undefined)	.	0%	-5%	10%	31%[10 µM]	23%	-2%
32	O=C(O)C1CCN(Cc2ccccn2)CC1	-18%[46 µM]	5%	-10%	18%	-22%	-7%	3%
33	CC(=O)N1CCCc2cc(S(=O)(=O)NCCC3=CCCCC3)ccc21	?	2%	-6%	-26%	21%[10 µM]	3%	0%
34	O=S(=O)(c1ccc(F)cc1)c1snnc1-c1ccccc1	?	-17%	-6%	?	?	4%	-5%
35	COc1ccc(NC(=O)C(NCC(C)C)c2ccccc2)cc1Cl (centres undefined)	.	-6%	-3%	-6%	-46%[inhibitor]	1%	-11%
36	CCCn1nnc(NC(=O)c2cc(Br)cc(Br)c2OC)n1	4%	6%	7%	31%	10%	-21%	8%
37	O=c1c([N+](=O)[O-])c(N2CCCCC2)c2ccccc2n1-c1ccccc1	10%	-2%	-2%	-12%	22%[10 µM]	6%	-5%
38	Cc1nnc(SCC(C)C)[nH]c1=O	?	-3%	5%	30%	-20%	5%	6%
39	Cc1ccccc1NC1=NCC(c2ccc([N+](=O)[O-])cc2)S1 (centres undefined)	4%[46 µM]	-8%	5%	-12%	-9%	3%	-11%
40	CCCn1nc2cc(C(=O)NC3CCCc4ccccc43)ccc2c1OCC (centres undefined)	4%	0%	-7%	-14%	-11%	1%	1%

# Pulled by structure from the list above (5):
no.	SMILES	LMNA splice mod	CBFb RUNX1 block	GAA spleen mod	HTT aggregate	HTT ATP protect	GAA glycogen mod	GAA inhib
33	CC(=O)N1CCCc2cc(S(=O)(=O)NCCC3=CCCCC3)ccc21	?	2%	-6%	-26%	21%[10 µM]	3%	0%
29	C#CC[N+](C)(C)CC#Cc1ccc(Cl)cc1	?	4%	-10%	-28%	-10%[10 µM]	-8%	0%
22	CCOC(=O)c1c(N)sc(C(N)=O)c1C	9%	9%	8%	-6%	0%	-3%	-7%
25	N#Cc1cc2c(nc1SCc1ccccc1)CCCC2=O	2%	25%	-8%	-5%	0%[10 µM]	-9%	-10%
36	CCCn1nnc(NC(=O)c2cc(Br)cc(Br)c2OC)n1	4%	6%	7%	31%	10%	-21%	8%

# Carrying on:
no.	SMILES	LMNA splice mod	CBFb RUNX1 block	GAA spleen mod	HTT aggregate	HTT ATP protect	GAA glycogen mod	GAA inhib
41	CC(C)NC(=O)C1CCN(C2CCN(Cc3nc4ccccc4s3)CC2)CC1	.	8%	-8%	-6%[9.22 µM]	-12%[10 µM]	-11%	3%
42	CCOC(=O)c1sc2nc3c(SCCC#N)cc(C(=O)c4cc(F)ccc4O)cn3c(=O)c2c1C	3%	-2%	3%	20%	16%[10 µM]	5%	-7%
43	Cc1cc(O)c(C)c2c1CC[C@H]1[C@H](C)C(=O)O[C@H]21	.	-4%	7%	.	-14%	.	.
44	COC(=O)CC1NCCNC1=O (centres undefined)	-1%	9%	1%	2%	-9%	8%	-14%
45	Cn1c(SCC(=O)N/N=C/c2ccc([N+](=O)[O-])s2)nnc1-c1ccccc1	?	-21%	-5%	?	4%[10 µM]	8%	2%
46	CCOc1ccccc1N1CCN(CC(=O)Nc2cc(C)on2)CC1	?	9%	0%	5%	-1%	2%	0%
47	Cc1cccnc1NC(=O)Nc1ccccc1	.	9%	1%	?	2%[10 µM]	1%	.
48	Cc1cc(N)c(C)c([N+](=O)[O-])c1C	1%	3%	1%	-5%	0%[0.074 µM]	-1%	-2%
49	COc1ccc(CCNC(=O)CC2C(=O)NCCN2CC(C)(C)C)cc1 (centres undefined)	.	5%	2%	-1%[9.22 µM]	14%[10 µM]	10%	2%
50	COc1cc(/C=C/C(=O)c2ccc(NS(=O)(=O)c3ccc(C)cc3)cc2)ccc1OC(F)F	?	-12%	-3%	6%	19%[10 µM]	-2%	3%
51	COCCNC(=O)COc1ncnc2ccc(Br)cc12	-2%	2%	-8%	-3%	-2%	-1%	-1%
52	Cc1ccc(-c2nnc(/C=C/c3ccccc3)o2)cc1	-2%	-2%	-3%	-10%	-8%[10 µM]	8%	-3%
53	O=C(Nc1cc(S(=O)(=O)N2CCOCC2)ccc1N1CCCC1)c1ccc2c(c1)S(=O)(=O)c1ccccc1C2=O	23%[46 µM]	-29%	5%	4%	-21%	20%	9%
54	N=c1ccn(CC(=O)c2ccc(-c3ccccc3)cc2)cc1	.	-9%	-4%	-43%[9.22 µM]	-65%[inhibitor][10 µM]	19%	2%
55	O=C(Nc1ccc(-c2noc(-c3ccccc3F)n2)cc1)c1cccs1	-7%	0%	5%	7%	-1%[10 µM]	16%	4%
56	CCCCNC(=O)CSc1nc2cc3c(cc2c(=O)n1CCCC(=O)NCCc1ccc(OC)c(OC)c1)OCO3	?	-6%	-4%	5%	-24%	0%	-2%
57	COc1ccc(OC)c(NC(=O)C23CCC(C)(C(=O)O2)C3(C)C)c1 (centres undefined)	1%	-1%	-2%	6%	-7%	-11%	-10%
58	CC(=O)Nc1ccc(C(=O)N/N=C/c2ccccc2OCc2ccccc2)cc1	-19%[46 µM]	-6%	12%	0%	-42%	-6%	-3%
59	NC(=O)CC(NC(=O)c1ccccc1)c1ccc(NCc2ccccc2)c([N+](=O)[O-])c1 (centres undefined)	.	-21%	-4%	-26%[9.22 µM]	2%[10 µM]	-3%	.
60	CC(C)CC(=O)NC(=S)Nc1ccccc1C(F)(F)F	-15%	24%	-14%	4%	34%[10 µM]	-6%	-3%
61	CCOC(=O)Cn1c(-c2ccccn2)nc2ccccc21	2%	4%	-3%	.	.	-2%	-2%
